STAT3 act = STAT3 signaling activation | U3A cells, IL-6 STAT3-luciferase reporter, luminescence; 100% = signal with IL-6 EC80 alone | activation (% of control), % at 5.6 µM | 0.91% of 190,000 active;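 active = activation above the screen-wide mean of compound activation plus 3 SD, cut at about 130% in these data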;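 note: 0% = background luminescence of wells with medium and substrate only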
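Material: human U3A cells carrying STAT3-luciferase construct. Measured by: reporter luminescence signal. Timing: compound 1 h, then IL-6 6 h at 37 °C.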
Hsp70 activator = switches on Hsp70 transcription; HeLa Hsp70 promoter luciferase reporter, luminescence; scaled: vehicle 0, proteasome-inhibitor control 100%; 0.04% of 200,000 active; activation, % at 10 µM;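 active = activation above the mean across all tested compounds plus 3 SD, cutoff set per campaign, cut at about 5.5% in these data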;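 note: 100% = MG132 at 30 µM as the positive control and 0% = DMSO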
Efa HMGR inh = E. faecalis class II HMG-CoA reductase inhibition; purified E. faecalis HMGR, NADPH absorbance 340 nm kinetic; AID 1066; 0.41% of 190,000 active; inhibition, % at 10 µM;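 active = inhibition above a set limit, the median over all tested compounds plus 3 SD, cut at about 9.5% in these data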;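 note: enzyme runs in reverse so mevalonate oxidation gives rising NADPH absorbance; 0% = complete reaction with DMSO and 100% = background rate lacking mevalonate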
APP 5'UTR act = activates APP 5'UTR luciferase reporter; 1% of 190,000 active; activation, % at 2 µM; SH-SY5Y APP 5'UTR luciferase reporter, luminescence; zero percent = DMSO vehicle wells; AID 1276;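 active = activation above a set limit, based on mean plus 3 SD of controls, cut at about 140% in these data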; note: values of inactives mirror those of a sister screen read the other way
NF-kB expr up = raises NF-kB expression in human neuronal cells; NF-kB reporter expression; active compounds read high; fold change at 12.5 µM; 1.6% of 190,000 active; AID 1239; in the data active = fold change above about 3.3
TLR4-MyD88 BLA = TLR4-MyD88 interaction inhibition in cells. O00206+Q99836. 0.18% of 200,000 active. HeLa CL3-4 TLR4/MyD88 BLA complementation, FRET ratio. inhibition, % at 8.4 µM. AID 861; in the data active = inhibition above about 25%;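 note: 0% = vehicle and 100% = reference inhibitor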
Target sequence (O00206 whole entry, looked up): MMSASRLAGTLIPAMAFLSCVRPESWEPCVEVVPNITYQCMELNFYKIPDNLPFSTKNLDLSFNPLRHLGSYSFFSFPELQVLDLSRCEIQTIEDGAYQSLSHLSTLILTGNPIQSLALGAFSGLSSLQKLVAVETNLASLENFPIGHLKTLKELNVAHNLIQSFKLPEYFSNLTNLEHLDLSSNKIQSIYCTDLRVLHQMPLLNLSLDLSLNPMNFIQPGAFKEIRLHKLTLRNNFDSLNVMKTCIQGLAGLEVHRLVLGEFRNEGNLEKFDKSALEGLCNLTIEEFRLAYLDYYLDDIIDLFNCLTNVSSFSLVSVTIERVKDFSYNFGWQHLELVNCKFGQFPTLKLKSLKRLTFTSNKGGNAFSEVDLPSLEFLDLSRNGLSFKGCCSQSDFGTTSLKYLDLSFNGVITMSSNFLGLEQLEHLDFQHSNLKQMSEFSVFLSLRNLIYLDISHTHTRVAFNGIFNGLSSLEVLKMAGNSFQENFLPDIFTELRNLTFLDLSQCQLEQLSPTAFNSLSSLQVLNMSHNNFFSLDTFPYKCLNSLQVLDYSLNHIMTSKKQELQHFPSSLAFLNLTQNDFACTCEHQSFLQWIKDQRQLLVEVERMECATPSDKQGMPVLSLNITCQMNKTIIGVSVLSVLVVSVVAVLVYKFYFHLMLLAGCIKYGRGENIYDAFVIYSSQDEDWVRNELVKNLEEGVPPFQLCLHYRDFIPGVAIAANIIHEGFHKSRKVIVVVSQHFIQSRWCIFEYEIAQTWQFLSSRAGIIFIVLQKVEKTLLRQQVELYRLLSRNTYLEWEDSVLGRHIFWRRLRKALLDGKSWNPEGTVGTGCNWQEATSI
Target sequence (Q99836 whole entry, looked up): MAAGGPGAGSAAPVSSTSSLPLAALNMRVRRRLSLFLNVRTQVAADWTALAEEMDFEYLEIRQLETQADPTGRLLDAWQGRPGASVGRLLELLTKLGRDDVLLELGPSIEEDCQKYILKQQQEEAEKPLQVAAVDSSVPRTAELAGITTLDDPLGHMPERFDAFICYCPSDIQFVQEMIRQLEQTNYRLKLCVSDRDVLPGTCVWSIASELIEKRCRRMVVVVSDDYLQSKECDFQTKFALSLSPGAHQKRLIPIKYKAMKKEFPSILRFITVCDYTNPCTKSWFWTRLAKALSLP
DTT redox prof = compounds producing H2O2 with reducing agent – biochemical, NIH compound library profiling, artefact control for MLSCN library redox annotation, primary screen; DTT-dependent redox cycling H2O2, phenol red/HRP absorbance; 100% = 100 µM peroxide control, 0% = buffer; activation, % at 10 µM; 0.03% of 200,000 active; AID 878;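 active = activation of at least 50% relative to the plate's high and low controls in the primary single-dose screen; inactive = activation below 50%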;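 note: compound incubated with DTT at 0.8 mM final as the reducing agent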
STAT3 blocker = reduces IL-6 driven STAT3 reporter signal; inhibition, % at 5.5 µM; U3A cells, IL-6 STAT3-luciferase reporter, luminescence; host cell line lacks STAT1; 0.89% of 190,000 active; AID 862;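 active = inhibition above the mean inhibition across all screened compounds plus 3 SD, cut at about 44% in these data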;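 note: 0% = DMSO only wells and 100% = 100 µM nifuroxazide control wells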
STAT1 activator = STAT1 signaling activation | NIH 3T3 STAT1-luciferase reporter, IFN-gamma, luminescence; 100% = IFN-gamma alone, no compound | activation (% of control), % at 5.5 µM | 2.6% of 200,000 active;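 active = activation above the screen-wide mean activation plus 3 SD, cut at about 130% in these data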;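 note: raw ratio to IFN-gamma control signal so 100% means no change and 0% no light; values of inactives mirror those of a sister screen read the other way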
STAT1 inh = STAT1 signaling inhibition. 0.35% of 200,000 active. NIH 3T3 STAT1-luciferase reporter, IFN-gamma, luminescence. inhibition, % at 5.5 µM;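 active = inhibition above a set limit, the mean inhibition across all tested compounds plus 3 SD, cut at about 34% in these data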;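 note: 0% = IFN-gamma with DMSO and 100% = IFN-gamma with 300 µM nifuroxazide; values of inactives mirror those of a sister screen read the other way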
Starred values were filed as active, the others as inactive; nt = no result given.

SMILES	STAT3 act	Hsp70 activator	Efa HMGR inh	APP 5'UTR act	NF-kB expr up	TLR4-MyD88 BLA	DTT redox prof	STAT3 blocker	STAT1 activator	STAT1 inh
O=C(O)/C(=C\c1ccc(Cl)c([N+](=O)[O-])c1)c1ccc(S(=O)(=O)N2CCCCC2)s1	107	-0.3	2	2	1.2	0	0.2	-2	98	1
CCCCC(CC(O)COCC(C)C)C(=O)NNC(=S)Nc1ccccc1 (configuration not stated)	104	-0.5	-5	26	1.3	3	0.5	-9	99	1
O=C(Nc1cc(Cl)ccc1Cl)c1ccc(-c2ccccc2)cc1	116	-0.4	-3	1	1.2	13	0.4	-16	102	-3
O=C(c1ccccc1O)N1N=C(c2ccccc2)CC1(O)C(F)(F)F (configuration not stated)	107	0.0	-9	14	1.1	-4	-9.6	-4	101	-3
COc1ccc(/C=N\NS(=O)(=O)c2ccc(Br)cc2)cc1COc1ccccc1[N+](=O)[O-]	98	0.0	-1	0	1	1	1.9	5	102	-3
CCOc1ccccc1N1CCN(CC(=O)Nc2cc(C)on2)CC1	104	0.2	2	4	0.79	-4	-0.2	-3	98	1
O=C(CSc1ncnc2c1nnn2-c1ccc(F)cc1)NCc1ccco1	101	-0.1	3	20	1.3	3	4.6	2	95	5
Cc1ccc(NC(=O)c2ccc(CSc3nnnn3C)cc2)cc1	97	-0.2	0	87	3.1	0	1.8	14	125	-28
O=C(CSc1c2c(nc3ccc(Cl)cc13)CCCC2)NCc1ccco1	106	0.1	-2	1	1.1	-9	0.5	-2	87	14
CCCC(C)C1C(C#N)=C(N)Oc2cc(C)oc(=O)c21 (configuration not stated)	94	0.2	nt	7	nt	-4	1.0	9	108	-3
c1cc(CN2CCN(C3CCCCCC3)CC2)ccn1	99	0.0	-3	-4	1	-28	-0.7	6	108	-7
CCOC(=O)c1ccc(N2CN(CC)CNC2=S)cc1	101	-0.4	1	11	1.3	-10	0.3	-1	96	5
CC(=O)c1cccc(NC(=O)N2CCCC2C(=O)NCCC(C)C)c1 (configuration not stated)	103	-0.1	0	0	1.2	15	2.0	0	96	4
COc1ccc(-c2nc(-c3ccc(Br)o3)no2)cc1OC	104	0.2	-4	5	1.8	-4	-0.4	1	126	-29
O=[N+]([O-])c1ccc(N2CCOCC2)cn1	98	-0.2	8	14	1.1	-3	-1.1	4	107	-9
O=C(CCN1C(=O)c2ccccc2S1(=O)=O)Nc1ccccc1	101	-0.1	1	7	1.1	-1	0.4	-2	94	6
COCCCNC(=O)c1ccc(CS(=O)(=O)c2ccc(OC)cc2)o1	97	0.0	-3	1	1.1	-5	0.0	2	93	5
CCn1cc(CNC(=O)/C=C/c2ccc([N+](=O)[O-])cc2)cn1	96	-0.2	-6	-5	0.93	-6	0.3	4	100	0
O=C(Cn1nc(-c2ccccc2)ccc1=O)Nc1cccc(NC(=O)c2ccccn2)c1	85	0.1	-2	3	1.1	-25	-0.8	22	96	5
COc1ccc(-n2c(C)cc(C)c(C(C)=O)c2=S)cc1	107	-0.3	1	-4	1.1	3	-0.4	-3	103	-3
OC(COc1ccc(C2C=CCC2)cc1)CN1CCCCC1 (configuration not stated)	108	-0.1	0	-10	0.77	0	-0.2	-5	108	-9
CC(C)(C)C(=O)N1N=C(c2ccc(NS(C)(=O)=O)cc2)CC1c1cccs1 (configuration not stated)	96	-0.1	-8	15	1	-10	-0.3	14	88	11
NC(=O)COc1ccc(-n2cnnn2)cc1	98	-0.1	-2	7	1	-8	-0.4	4	106	-8
COc1ccc(C2CC(c3cccs3)=NN2C(=O)COC(=O)C2CCCCC2)cc1OC (configuration not stated)	97	-0.1	-8	6	1	-3	-0.4	8	95	3
CCOc1ccc(/C=N/n2cnnc2)cc1	97	-0.1	-1	-6	1	2	2.7	9	109	-10
Cc1ccccc1NS(=O)(=O)c1ccc(OCC(=O)N2CCCC2)cc1	98	-0.1	-3	3	1.2	6	0.6	4	94	7
CS(=O)(=O)Nc1ccc2c3c(cccc13)CC2	105	-0.2	nt	-1	nt	-5	3.5	-3	101	-1
O=C(NC1CC1)C1CCN(c2ccc(S(=O)(=O)N3CCOCC3)cc2Cl)CC1	97	-0.2	1	22	1.5	9	3.3	8	101	-1
CCCC(=O)Nc1cccc(NC(=O)c2ccc(C)c([N+](=O)[O-])c2)c1	84	-0.3	0	5	1.2	-1	1.3	20	95	5
COCCN(CCOC)S(=O)(=O)c1ccc(C(=O)Nc2ccc(S(=O)(=O)Nc3nccc(C)n3)cc2)cc1	91	0.0	3	33	1.1	-5	-0.1	18	94	5
O=[N+]([O-])c1ccc(N/N=C\c2cccn2-c2ccccc2)nc1	82	-0.2	0	-16	0.74	41*	-2.5	27	99	1
CC(C)C(=O)Nc1ccc(N2CCN(C(=O)c3cccs3)CC2)cc1	102	-0.1	0	-7	1.1	0	0.6	4	107	-8
CCCCN(CCCC)CCCNC(=O)CC1Oc2ccc(C)cc2NC1=O (configuration not stated)	105	-0.4	1	4	1.2	14	-0.4	-2	99	1
COC(=O)CNc1c(-c2ccccn2)nc2ccc(Br)cn12	96	0.2	0	96	1	-11	-2.3	4	150*	-54
COc1ccccc1NC(=O)N1CCCC1C(=O)NCc1ccccc1 (configuration not stated)	103	-0.1	-1	-7	1.2	4	0.2	3	97	3
CCOc1cc(N2CCOCC2)c(OCC)cc1NC(=O)c1cc(C)cc(C)c1	84	-0.3	-3	-17	0.83	-1	8.3	20	96	5
COc1ccc(OC)c2sc(NC(=O)C3COc4ccccc4O3)nc12 (configuration not stated)	92	-0.3	nt	-1	nt	8	-3.6	14	104	-4
COc1ccc(N(C(C)=O)C2C=CS(=O)(=O)C2)c(OC)c1 (configuration not stated)	105	-0.3	-2	6	1.2	13	1.8	-2	97	4
CCNC(=S)Nc1cc(C(=O)N2CCCC2)ccc1N1CCCC1	103	0.3	-2	3	1.1	8	-2.0	0	96	3
O=C(CN(c1cccc(C(F)(F)F)c1)S(=O)(=O)c1ccc(Cl)c([N+](=O)[O-])c1)NCc1ccccc1	84	-0.4	-2	12	1.1	14	-0.4	20	91	10
CC(C)CCOc1ccc(C(=O)C[N+]2(C)CCOCC2)cc1	111	0.2	-2	-2	1	1	5.6	-11	101	-1
Cc1ccc(S(=O)(=O)N2CCOCC2)cc1NC(=O)CSc1nnnn1C	96	-0.2	4	-1	1	-21	-1.3	6	96	2
Nc1nc(-c2cccnc2)nn1C(=O)CCc1ccccc1	96	0.4	nt	25	nt	-5	0.0	7	108	-3
CCOC(=O)N1CCC2(CC1)C(C#N)=C(N)OC1=C2C(=O)CC(C)(C)C1	96	0.0	-1	12	1.1	-4	-3.5	9	93	8
COC(=O)C1=NN(c2ccccc2)C2C(=O)N(c3ccccc3OC)C(=O)C12 (configuration not stated)	100	-0.4	-1	19	1.1	0	-0.3	4	99	1

Whole records, looked up by structure. Screens in order: STAT3 act | Hsp70 activator | Efa HMGR inh | APP 5'UTR act | NF-kB expr up | TLR4-MyD88 BLA | DTT redox prof | STAT3 blocker | STAT1 activator | STAT1 inh
Nc1nc(-c2cccnc2)nn1C(=O)CCc1ccccc1 is listed as 96 | 0.4 | nt | 25 | nt | -5 | 0.0 | 7 | 108 | -3
COC(=O)C1=NN(c2ccccc2)C2C(=O)N(c3ccccc3OC)C(=O)C12 (configuration not stated) is listed as 100 | -0.4 | -1 | 19 | 1.1 | 0 | -0.3 | 4 | 99 | 1

Other compounds.
SMILES	STAT3 act	Hsp70 activator	Efa HMGR inh	APP 5'UTR act	NF-kB expr up	TLR4-MyD88 BLA	DTT redox prof	STAT3 blocker	STAT1 activator	STAT1 inh
Cc1ccc(C(=O)Nc2ccc(SC(F)F)cc2)s1	102	0.6	0	112	1.2	-3	-1.3	0	173*	-80
Nc1nc(SCC(=O)N2CCCCCC2)[nH]c(=O)c1NC(=O)c1ccco1	nt	-0.2	0	-13	1	-12	0.1	nt	103	-4
Cc1sc2ncnc(Oc3ccc(-n4ccnc4)cc3)c2c1C	96	-0.3	4	32	0.43	12	-0.2	9	95	3
C=CCNC(=O)C(C#N)c1nc2ccccc2nc1N1CCN(Cc2ccccc2)CC1 (configuration not stated)	101	0.3	-2	0	1	9	1.4	4	107	-7
COc1ccc(N/C(N)=N/c2nc(C)cc(C)n2)c(OC)c1	100	0.2	1	15	0.89	-12	-0.2	7	85	15
O=C(Cc1ccccc1[N+](=O)[O-])NCc1ccc(Cl)cc1	111	-0.6	-1	36	1.9	-17	0.5	-8	113	-14
Cc1ccc(NC(=S)NNC(=O)c2c(Cl)c(C)nn2C)cc1	96	0.5	4	15	0.93	-5	-0.5	3	100	0
CC1CC(C)CN(C(=O)CSCC(=O)Nc2nc(-c3cccs3)cs2)C1 (configuration not stated)	136*	-0.2	-5	8	1.3	10	-2.9	-44	90	11
COc1ccc(CCNC(=O)c2cnn3cccnc23)cc1OC	109	0.0	-3	-30	1.1	-3	0.6	-7	104	-2
COc1ccc(-c2noc(Cc3ccc(Cl)cc3)n2)cc1OC	101	0.0	-10	22	1.1	-5	-0.4	4	106	-7
COCCn1c(=O)c2c3c(sc2n(CC(N)=O)c1=O)CCCC3	101	0.1	nt	16	nt	-9	0.9	0	98	0
Cc1cc(-n2c(C)cc(C(=O)CSc3nc4ccccc4c(=O)n3Cc3ccco3)c2C)no1	93	-0.3	3	7	1.2	3	3.5	12	102	-2
O=C(Nc1ccc(S(=O)(=O)Nc2ncccn2)cc1)c1ccccc1NS(=O)(=O)c1ccc(F)cc1	102	-0.3	1	-14	1.4	6	-0.1	3	98	-1
O=C(COn1nnc2ccc(S(=O)(=O)N3CCOCC3)cc21)Nc1c(F)c(F)c(F)c(F)c1F	104	-0.1	-4	13	0.87	-6	-0.6	2	98	0

In another format: results already given
> COc1ccc(CCNC(=O)c2cnn3cccnc23)cc1OC
  STAT3 act: 109	Hsp70 activator: 0.0	Efa HMGR inh: -3	APP 5'UTR act: -30	NF-kB expr up: 1.1	TLR4-MyD88 BLA: -3	DTT redox prof: 0.6	STAT3 blocker: -7	STAT1 activator: 104	STAT1 inh: -2
> COc1ccc(-c2noc(Cc3ccc(Cl)cc3)n2)cc1OC
  STAT3 act: 101	Hsp70 activator: 0.0	Efa HMGR inh: -10	APP 5'UTR act: 22	NF-kB expr up: 1.1	TLR4-MyD88 BLA: -5	DTT redox prof: -0.4	STAT3 blocker: 4	STAT1 activator: 106	STAT1 inh: -7
> COCCn1c(=O)c2c3c(sc2n(CC(N)=O)c1=O)CCCC3
  STAT3 act: 101	Hsp70 activator: 0.1	Efa HMGR inh: nt	APP 5'UTR act: 16	NF-kB expr up: nt	TLR4-MyD88 BLA: -9	DTT redox prof: 0.9	STAT3 blocker: 0	STAT1 activator: 98	STAT1 inh: 0
> Cc1cc(-n2c(C)cc(C(=O)CSc3nc4ccccc4c(=O)n3Cc3ccco3)c2C)no1
  STAT3 act: 93	Hsp70 activator: -0.3	Efa HMGR inh: 3	APP 5'UTR act: 7	NF-kB expr up: 1.2	TLR4-MyD88 BLA: 3	DTT redox prof: 3.5	STAT3 blocker: 12	STAT1 activator: 102	STAT1 inh: -2
